FBW7 activator: FBW7 E3 ligase activators, primary screen, biochemical, AlphaScreen, human; hit rate 0.13% among 650,000; AID 1259310, 2017; F-box/WD repeat-containing protein 7 (Homo sapiens), Q969H0; normalized activity (activation), % at 26.1 µM; AlphaScreen FBW7–phospho-cyclin E peptide binding, activator screen; in the data active means normalized activity above about 1.9%;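 further: purified mutant Fbw7 with reduced substrate affinity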
GPR151 ag: activators of human GPR151, primary screen, cell-based, PathHunter beta-arrestin, luminescence; G-protein coupled receptor 151 (Homo sapiens), Q8TDV0; PathHunter beta-arrestin GPR151 cells; activation, % at 11.2 µM; hit rate 1% among 650,000; in the data active means activation above about 4.9%;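 further: 0% = median of compound wells and 100% = cells with positive control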
Target sequence (Q8TDV0 whole entry, looked up): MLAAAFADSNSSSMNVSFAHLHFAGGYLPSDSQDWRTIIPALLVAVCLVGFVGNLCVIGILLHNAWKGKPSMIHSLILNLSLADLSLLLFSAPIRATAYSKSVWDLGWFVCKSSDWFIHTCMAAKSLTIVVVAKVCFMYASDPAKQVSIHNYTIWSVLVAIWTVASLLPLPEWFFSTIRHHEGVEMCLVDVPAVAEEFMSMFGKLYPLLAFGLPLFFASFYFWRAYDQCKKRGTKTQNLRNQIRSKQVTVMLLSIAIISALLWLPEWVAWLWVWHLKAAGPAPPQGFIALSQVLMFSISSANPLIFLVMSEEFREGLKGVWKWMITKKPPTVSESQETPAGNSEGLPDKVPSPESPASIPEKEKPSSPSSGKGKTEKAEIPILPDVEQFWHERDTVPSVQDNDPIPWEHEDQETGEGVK
MITF inh: MITF inhibitors, primary screen, biochemical, AlphaScreen, human; AlphaScreen MITF homodimerization, bead proximity signal; hit rate 0.91% among 650,000; Microphthalmia-associated transcription factor (Homo sapiens), O75030; inhibition, % at 2.6 µM; in the data active means inhibition above about 50%;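 further: 0% = vehicle wells with protein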
Target sequence (O75030 whole entry, looked up): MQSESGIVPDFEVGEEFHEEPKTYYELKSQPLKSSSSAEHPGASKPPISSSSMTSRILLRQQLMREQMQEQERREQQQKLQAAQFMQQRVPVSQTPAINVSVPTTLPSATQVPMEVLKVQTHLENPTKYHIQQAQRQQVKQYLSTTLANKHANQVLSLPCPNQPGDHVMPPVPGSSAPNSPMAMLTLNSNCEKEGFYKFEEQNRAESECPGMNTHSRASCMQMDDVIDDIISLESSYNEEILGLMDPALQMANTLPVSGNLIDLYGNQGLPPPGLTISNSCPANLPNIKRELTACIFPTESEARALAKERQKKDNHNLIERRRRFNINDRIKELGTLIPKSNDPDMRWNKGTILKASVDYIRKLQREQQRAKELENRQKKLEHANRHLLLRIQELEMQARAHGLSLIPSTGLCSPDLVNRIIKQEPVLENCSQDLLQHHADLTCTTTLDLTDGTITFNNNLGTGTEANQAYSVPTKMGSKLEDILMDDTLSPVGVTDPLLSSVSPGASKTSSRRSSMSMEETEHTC
TEAD-YAP inh: TEAD-YAP interaction inhibition, primary screen, TEAD-YAP interaction inhibitor project, luminescence, HEK-TIYL cells; hit rate 1.4% among 640,000; TEAD-Gal4/YAP UAS-luciferase luminescence; inhibition, % at 9.12 µM; in the data active means inhibition above about 32%;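 further: 0% = median of test compound wells and 100% = reference inhibitor wells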
* = called active by the depositor; & = joins results of further samples.

SMILES	FBW7 activator	GPR151 ag	MITF inh	TEAD-YAP inh
COCCCNC(=S)NNC(=O)CC(c1ccccc1)c1ccccc1	0.0	-1.5	21	13
COc1ccccc1C(=O)N1CCN(Cc2ccc(Cl)cc2)CC1	-0.2	-0.2	55*	11
Cc1ccnc2nc(C(=O)OCC(=O)Nc3ccc(C#N)cc3)nn12	0.0	-0.5	7	-1
CC(C)(C)NC(=O)C(c1ccccc1)N(C(=O)c1ccco1)C1CC1 (stereo not given)	0.3	-0.6	17	2
CCCNC(=O)c1c(NC(=O)c2ccccc2F)sc2c1CCC(C)C2 (stereo not given)	-0.2	-0.6	1	-6
CC(NC(=O)CSc1cccc[n+]1[O-])C1CC2CCC1C2 (stereo not given)	0.0	0.8	6	3
CC(C)C(c1nnnn1Cc1ccc(F)cc1)N1CCC(C(N)=O)CC1 (stereo not given)	1.3	-2.2	12	2
Cc1cccnc1CN1CCN(Cc2ncccc2C)CC1	0.0	0.1	-9	-3
COc1ccccc1Oc1cc(C)nc2ncnn12	-0.2	0.8	-3	7
O=[N+]([O-])c1cccc2[nH]c(CO)nc12	0.2	-1.2	-10	2
CCCC(=O)Nc1cccc2c(NC(=O)CCC)cccc12	0.2	-0.3	-20	5
COCCNC(=O)C/C(C)=N/NC(=O)C1CCCCC1	-0.6	0.8	-2	-19
CCCCCCn1cnc2c1c(=O)[nH]c(=O)n2C	0.8	0.5	5	-1
Cn1c(=O)cc(C(=O)Nc2cc(C(F)(F)F)cc(C(F)(F)F)c2)[nH]c1=O	-0.1	-1.8	-6	0
COc1cccc(/C(O)=C/c2nc3ccc([N+](=O)[O-])cc3oc2=O)c1	0.1	-1.2	-3	-3
COc1ccc(OCC(=O)Nc2ccccc2CO)cc1	0.0	9.2*	3	-15
O=C(c1ccc(Cl)cc1Cl)n1cccn1	0.0	-0.2	7	2
COc1ccc(CN(C)C(=O)Cn2nc(C(=O)O)c3ccccc3c2=O)cc1	0.0	2.1	1	4
CC1(C)c2ssc(=S)c2-c2ccccc2N1C(=O)COc1ccccc1	-0.2	-1.7	17	-10
COc1ccc(C2C(C(=O)Nc3ccc(F)cc3)c3cc(OC)c(OC)cc3C(=O)N2C)cc1OC (stereo not given)	-0.1	-0.5	-1	12
O=C(CCCCn1c(=S)[nH]c2ccsc2c1=O)NCc1cccc(Cl)c1	-0.2	1.3	9	-4
COC(=O)c1ccc(OC(=O)c2nn(C)cc2Cl)c(OC)c1	-0.1	0.2	-11	-8
Cc1ccc(SCCC(=O)OCC(=O)NC(=O)C(C)C)cc1	0.1	1.7	30	6
Cc1ccc(CNC(=O)Cc2cc(=O)[nH]c(=O)[nH]2)cc1	-0.1	0.3	2	16
O=C1NC(=Nc2ccccc2)/C(=C/c2ccc(O)cc2)S1	-0.3	2.0	-11	1

Overlap with the part before: 3 compounds, followed by the next part.
SMILES	FBW7 activator	GPR151 ag	MITF inh	TEAD-YAP inh
Cc1ccc(SCCC(=O)OCC(=O)NC(=O)C(C)C)cc1	0.1	1.7	30	6
Cc1ccc(CNC(=O)Cc2cc(=O)[nH]c(=O)[nH]2)cc1	-0.1	0.3	2	16
O=C1NC(=Nc2ccccc2)/C(=C/c2ccc(O)cc2)S1	-0.3	2.0	-11	1
Cc1cc(OCc2ccccc2F)c2c(C)c(Cc3ccccc3)c(=O)oc2c1	0.0	0.7	-5	-1
Cc1sc2ncn3c(C)nnc3c2c1-c1ccc(F)cc1	0.1	0.6	8	1
CC(C)[C@H](Cn1nc(-c2cccs2)ccc1=O)NC(=O)c1cnccn1	-0.1	-0.9	-5	4
CCc1c(C)sc(NC(=O)c2cc3nc(-c4ccc(C)cc4)cc(C(F)(F)F)n3n2)c1C#N	0.1	-1.6	-16	-10
CCOC(=O)c1nc(Nc2ccc(C(=O)OC)cc2)c2ccccc2n1	0.0	0.4	10	8
O=C(Nc1ccccc1Br)c1ccc([N+](=O)[O-])cc1Cl	-0.2	1.7	1	8
O=C(c1cc(C(=O)N2CCN(c3ccc(F)cc3)CC2)cc([N+](=O)[O-])c1)N1CCN(c2ccc(F)cc2)CC1	-0.4	0.6	-4	22
COc1ccccc1CN1CCN(Cc2cccc3ccccc23)CC1	-0.3	-1.9	85*	7
CC1CC(C)CN(S(=O)(=O)c2ccc(Sc3cccc(Cl)c3)c(C(=O)NCCc3ccccc3)c2)C1 (stereo not given)	0.1	-1.7	12	-2
O=C(NNS(=O)(=O)c1ccc([N+](=O)[O-])cc1)c1ccc(I)cc1	-0.1	-0.3	-4	8
CC1Sc2cc(S(=O)(=O)C(C)CC(=O)Nc3ccccc3F)ccc2NC1=O (stereo not given)	0.0	-0.7	-4	1
CN(C)c1cc(Nc2ccc(-c3ccccc3)cc2)c([N+](=O)[O-])c2nonc12	-0.1	-0.5	-8	4
O=C(c1ccc2c(c1)C(=O)N(Cc1ccco1)C2=O)N1CCOCC1	0.1	-0.6	-8	2
CN(CC(=O)N1c2ccccc2Sc2ccc(C(F)(F)F)cc21)Cc1ccccc1	0.7	2.1	12	6
Cc1cc(C)cc(CN2CCc3nnc(CNC(=O)c4ccncc4)n3CC2)c1	-0.1	0.0	16	-5
COC(=O)[C@@H](Nc1nncc(-c2cccc(Cl)c2)n1)C(C)C	-0.3	-1.1	2	-4
Cc1[nH]c(=O)[nH]c(=O)c1S(=O)(=O)N(CC(C)C)CC(C)C	0.6	0.2	10	-13
CSc1ccc2c(c1)N(CCC1CCCCN1C)c1ccccc1S2 (stereo not given)	-0.2&0.0&-0.2&-0.2	2.3&0.6&3.5&0.5	-1&14&3&20	5&-1
COc1ccccc1N(CC(O)Cn1c2ccc(Cl)cc2c2cc(Cl)ccc21)S(=O)(=O)c1ccccc1 (stereo not given)	-0.1	0.5	-2	9
O=C(Cn1c(=S)[nH]c2ccccc2c1=O)N1CCC(Cc2ccccc2)CC1	0.1	0.7	-2	-12
Cc1c(Cc2ccccc2)c(N2CCN(CCOc3ccccc3)CC2)n2c(nc3ccccc32)c1C#N	0.1	1.3	2	-6
Cc1cc(=O)n2nc(N(C)CC(=O)NCC3CCCO3)sc2n1 (stereo not given)	0.1	-1.3	0	-3
Cc1nc2nc[nH]n2c(=O)c1CCC(=O)Nc1ccc(F)cc1	0.6	1.3	14	-2
CCN(CC)CCn1c(=S)[nH]c2cc(C(=O)NCC3CCCN3CC)ccc2c1=O (stereo not given)	-0.2	-0.7	6	3
CC(C)OC(=O)c1c(NC(=O)c2cc3nc(-c4ccc5c(c4)OCO5)cc(C(F)(F)F)n3n2)sc2c1CCCC2	0.0	-1.0	-2	14
Continued:
SMILES	FBW7 activator	GPR151 ag	MITF inh	TEAD-YAP inh
N#C/C(=C\Nc1ccc(C(N)=O)cc1)c1nc(-c2ccc3c(c2)OCO3)cs1	-0.2	-0.9	1	18
O=C(COc1ccccc1)NNC(=O)C1CC1c1ccccc1 (stereo not given)	0.2	-0.4	6	1
CCC(c1nnnn1C1CCCC1)N1CCN(c2ccc([N+](=O)[O-])cc2)CC1 (stereo not given)	-0.2	1.0	-2	-7
O=C(Nc1cc(C(F)(F)F)cc(C(F)(F)F)c1)c1ccc(=O)[nH]c1	-0.1	-0.8	12	13
COc1cccc(N/C(SCc2ccccc2Cl)=C(/C#N)C(=O)NCc2ccccc2)c1	0.0	2.5	-4	4
CCOC(=O)c1cnn(-c2ccccc2F)c1CNC(C)c1n[nH]c(C)n1 (stereo not given)	-0.1	0.4	9	8
O=C1CN(CC(=O)Nc2ccc(F)c(Cl)c2)CCN1	0.0	-0.8	9	12
O=C1c2ccccc2NC(c2cccc(O)c2)N1Cc1ccco1 (stereo not given)	0.1	0.2	-1	-2
CCO/N=C(\C)C1=C(O)C(C(=O)OC)C(C)(C)CC1=O (stereo not given)	0.5	1.8	1	-2
CCC(=O)Nc1nc(-c2ccc(Cl)s2)cs1	0.0	0.7	-1	-28
O=C(/C=C/c1ccccc1)N1CCN(S(=O)(=O)c2cc(Cl)ccc2Cl)CC1	-0.2	1.4	8	11
Cc1ccc(CNC(=O)CCCCCn2c(SCc3c(F)cccc3Cl)nc3ccsc3c2=O)cc1	0.1	0.2	13	0
CN(C)CCNS(=O)(=O)c1ccc2[nH]cc(C(=O)O)c(=O)c2c1	-0.1	-0.2	22	2
Cc1cc(Cl)ccc1OCCCC(=O)N/N=C/c1ccccc1O	0.2	-0.3	2	19
Cc1onc(-c2ccccc2Cl)c1C(=O)Nc1nn[nH]n1	0.0	1.1	9	-3
Cc1cc(-c2csc(N)n2)c(C)n1-c1ccccc1	-0.1	-1.8	-1	9
CC(C)N(CCNC(=O)c1ccc2nc(Nc3cnccn3)sc2c1)C(C)C	-0.1	2.4	-5	1
COC(=O)C1CC(=O)N(Cc2ccccc2)C12CCN(C)CC2 (stereo not given)	0.2	-1.8	10	9
COc1ccc(CCNC(=O)CCN2C(=O)c3cccc4cccc(c34)C2=O)cc1OC	0.0	-0.7	-6	-12
COC(=O)c1sccc1N(S(=O)(=O)c1ccccc1)S(=O)(=O)c1ccccc1	-0.1	-0.5	-4	16
COc1ccc(NC(=O)CN2CCC(n3c(C)nc4ccccc43)CC2)c(OC)c1	0.1	0.3	-3	1
O=C(c1sc2cc(F)ccc2c1Cl)N1CCOCC1	0.2	0.2	16	-1
Cc1ccc(CNC(=O)C2CC2c2ccccc2)cc1 (stereo not given)	0.5	-1.6	15	4
CCOc1cc(CNC2CCCCC2C)c(Cl)cc1OCC(N)=O (stereo not given)	-0.3	-1.1	-5	-7
Cc1cc(OC(=O)CCC2CCCC2)c([N+](=O)[O-])c(=O)[nH]1	0.1	0.9	17	0
Next part
SMILES	FBW7 activator	GPR151 ag	MITF inh	TEAD-YAP inh
NC1=NC(c2cccs2)n2c(nc3ccccc32)N1 (stereo not given)	-0.1	0.8	0	-3
COc1ccc(C2CC(=O)N3C(=C2C#N)SCC3(O)c2ccc(F)cc2)cc1OC (stereo not given)	0.0	0.1	4	0
COc1cc(C2Nc3ccccc3NC3=C2C(=O)CC(c2ccccc2)C3)c(OC)cc1Br (stereo not given)	0.5	0.3	15	-9
O=C(NC1CCCC1)c1c(F)cccc1F	0.0	2.2	14	6
CC(C)OC(=S)N/C(=N\S(=O)(=O)c1ccccc1)c1ccccc1	0.0	0.1	11	-8
O=C(COc1ccc(Cl)cc1)Nc1nnc(-c2ccncc2)o1	-0.2	1.8	14	-1
O=C(NCCN1CCOCC1)c1cccc(-n2ncc3ccc(-c4ccncc4)cc32)c1	-0.2	-0.7	0	-13
CCC(CO)NCc1ccccc1OC(C)C (stereo not given)	0.3	-1.4	27	6
O=C(/C=C/c1ccccc1)NNC(=O)CCc1ccccc1	0.9	1.7	7	5
Cc1cc2c(c(-c3cnccn3)c1)OC(CNC(=O)Cc1cscn1)C2 (stereo not given)	0.0	-1.4	0	7
Cc1cccc(CN2CCc3nnc(CNC(=O)Cc4ccccc4)n3CC2)n1	0.0	0.1	18	6
COc1ccc(S(=O)(=O)N2CCCC(C(=O)Nc3cccc(SC)c3)C2)cc1C (stereo not given)	0.0	3.1	6	9
c1ccc(OCCNc2nc(Nc3cnccn3)nc3c2ncn3-c2ccccc2)cc1	-0.1	2.0	3	8
CCOC(=O)c1c(NC(=O)C(CC)OC(=O)/C=C/c2ccc([N+](=O)[O-])cc2)sc2c1CCCC2 (stereo not given)	-0.1	0.6	1	3
FC(F)(F)c1cccc(Nc2nc(N3CCCC3)nc(N3CCCC3)n2)c1	-0.2	0.0	9	0

Complete entries, quoted from the list. Screens in order: FBW7 activator	GPR151 ag	MITF inh	TEAD-YAP inh
`Cc1cc2c(c(-c3cnccn3)c1)OC(CNC(=O)Cc1cscn1)C2` (stereo not given) reads 0.0	-1.4	0	7
`Cc1cccc(CN2CCc3nnc(CNC(=O)Cc4ccccc4)n3CC2)n1` reads 0.0	0.1	18	6
`COc1ccc(C2CC(=O)N3C(=C2C#N)SCC3(O)c2ccc(F)cc2)cc1OC` (stereo not given) reads 0.0	0.1	4	0
`CC(C)OC(=S)N/C(=N\S(=O)(=O)c1ccccc1)c1ccccc1` reads 0.0	0.1	11	-8
`COc1cc(C2Nc3ccccc3NC3=C2C(=O)CC(c2ccccc2)C3)c(OC)cc1Br` (stereo not given) reads 0.5	0.3	15	-9
